Screening data from PubChem BioAssay.
TbREL1 primary: TbREL1 inhibition, primary screen; 89,000 compounds, 0.49% hits; P86926; inhibition, % at 9.66 µM; AID 1117264; TbREL1 RNA ligation, FRET fluorescence;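 active means inhibition above the mean inhibition across all screened compounds plus 3 SD, cut at about 11% in these data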;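 further: 0% = plate median of test wells and 100% = NSC42067 control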
Target sequence (P86926 whole entry, looked up): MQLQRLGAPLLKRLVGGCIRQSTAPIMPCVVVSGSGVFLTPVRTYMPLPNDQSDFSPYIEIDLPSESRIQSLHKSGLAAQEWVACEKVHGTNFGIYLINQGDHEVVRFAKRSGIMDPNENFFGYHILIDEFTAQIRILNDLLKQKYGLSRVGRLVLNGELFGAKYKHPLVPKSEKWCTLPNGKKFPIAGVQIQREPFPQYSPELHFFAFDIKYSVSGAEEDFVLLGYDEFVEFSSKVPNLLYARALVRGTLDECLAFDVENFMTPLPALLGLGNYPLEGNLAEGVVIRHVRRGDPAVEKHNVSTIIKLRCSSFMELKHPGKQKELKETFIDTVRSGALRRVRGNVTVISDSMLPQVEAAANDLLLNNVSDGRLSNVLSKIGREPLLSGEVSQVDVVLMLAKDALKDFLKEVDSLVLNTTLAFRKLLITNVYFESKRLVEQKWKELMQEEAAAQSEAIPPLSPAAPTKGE
The depositor's hits bear a star. Not all compounds are listed; count on the stated rates, not on these rows.

SMILES	TbREL1 primary
CCOc1cc(CNc2ccc(S(N)(=O)=O)cc2)ccc1OCC(=O)NC(C)(C)C	-3
CN1CCCCC(NC(=O)c2ccccn2)C1=O (stereo not drawn)	2
Cc1cccc(NC(=O)CSC2=NN3CCCC(=O)N=C3S2)c1C	0
CCN1C(=O)/C(=C/C=C2/SCCN2C)SC1=S	-2
CCc1ccc(Nc2n[n+](-c3ccccc3)c(-c3cccc(C)c3)s2)cc1	2
O=C1CCCc2c1[nH]c1ccccc21	-1
Clc1ccccc1-c1nnc2sc(-c3cccs3)nn12	0
Cc1noc(C)c1S(=O)(=O)N(CC(=O)Nc1ccc2c(c1)OCCO2)c1ccc(C(C)C)cc1	3
CCOC(=O)c1c(C)[nH]c(C(=O)COC(=O)c2ccc(O)cc2)c1C	6
O=C(Nc1cc(Cl)ccc1F)C1CCCN(c2nnc(-n3cccc3)s2)C1 (stereo not drawn)	0
CCOC(=O)N1CCN(C(=O)c2ccc3c(=O)n(Cc4ccc(OC)cc4)c(=S)[nH]c3c2)CC1	-1
COC(=O)C1NN=C(C(=O)c2ccccc2)C1c1ccccc1 (stereo not drawn)	-1
Cc1cc(C(=O)N2CCC(Cc3ccccc3)CC2)c(C)o1	-4
Cc1ccc(NC(=O)c2ccccc2NC(=O)c2cccnc2)cc1	-2
COC(=O)c1cc2c(s1)CS(=O)C2 (stereo not drawn)	5
CCOC(=O)Cn1nc(C)c(NC(=O)c2ccc([N+](=O)[O-])c(C)c2)c1C	-3
O=C(NCCC1=CCCCC1)C1CC(=O)N(C2CCCCC2)C1 (stereo not drawn)	-2
CCS(=O)(=O)c1ccc(O)c(NC(=O)c2cc(-c3ccccn3)nc3ccccc23)c1	-4
COc1cc(NC(=O)CCC(=O)N2CCN(S(=O)(=O)c3ccc(C)cc3)CC2)cc(OC)c1	-4
C[C@H]1CN([C@@H](C)CO)C(=O)CCCn2nncc2CO[C@@H]1CN(C)Cc1ccc(Oc2ccccc2)cc1	1
Cc1cc(S(=O)(=O)Nc2nc(CN3CCOCC3)nc3sc4c(c23)CCCC4)ccc1F	0
Cc1nnc(SCc2cc(=O)[nH]c(/N=C(\N)Nc3ccccc3)n2)s1	0
Cc1ccc2cc3cc(C(=O)N4CCCCC4C)oc3nc2c1 (stereo not drawn)	-2
O=C(O)C1C2C=CC(C2)C1C(=O)NCc1ccccc1 (stereo not drawn)	-2
Cc1cc(NC(=O)C2C3C(=O)N(c4cccnc4)C(C(=O)NC(C)(C)C)C34C=CC2(C)O4)no1 (stereo not drawn)	-2

The results go on.
SMILES	TbREL1 primary
O=C(NCCN1C(=O)C2C3C=CC(C3)C2C1=O)NCc1ccccc1 (stereo not drawn)	0
CC(C)C(=O)NCCCc1ccccc1	5
Cn1cnc(S(=O)(=O)N2CCCCC2c2cc(C(=O)NCc3ccc(Cl)c(Cl)c3)no2)c1 (stereo not drawn)	-3
Cn1c(=O)c2c(ncn2Cc2cc(-c3ccccc3)no2)n(C)c1=O	-4
O=C(C1CCCN1S(=O)(=O)c1ccc(Cl)cc1)N1CCN(c2ccccc2)CC1 (stereo not drawn)	8
O=C(c1ccc(N2CCN(C(=O)c3ccc(F)c(F)c3)CC2)cc1)c1cccc(F)c1	-7
CC(C)(C)OC(=O)C[C@H]1C/C=C\C[C@@H](CC(=O)N(CCO)Cc2ccccc2)C(=O)N[C@@H](c2ccccc2)COC1=O	-3
CCc1cccc2c(C(=O)Cn3nnc(-c4ccc(OC)c(OC)c4)n3)c[nH]c12	-1
COc1cccc(CNC(=O)Cn2cccc2)c1	-3
NC(=S)NNc1cccc(Cl)c1	-1
O=C(CNc1ccccc1Cl)Nc1cc(S(=O)(=O)N2CCOCC2)ccc1Cl	0
O=[N+]([O-])c1cc(C(F)(F)F)ccc1NCCOc1ccccc1	5
CC(C)(C)c1ccc(S(=O)(=O)NC(=O)C2(C)CCN2C(=O)Cc2cccc3ccccc23)cc1 (stereo not drawn)	0
CC1(C)NC(=O)N(CC(O)CN2C(=O)NC(C)(C)C2=O)C1=O	-1
CN(Cc1nc(-c2ccc(Cl)cc2)no1)C(=O)c1ccco1	4
NS(=O)(=O)c1ccc(NC(=O)COC(=O)CSc2n[nH]c(-c3ccccc3)n2)cc1	-1
O=C(Nc1nccs1)c1cc(Cl)ccc1[N+](=O)[O-]	-2
CC(=O)Nc1ccc(S(=O)(=O)N(CCCN2CCOCC2)Cc2cccs2)cc1	0
O=C(C1CCCN1S(=O)(=O)c1ccc(Cl)c(Cl)c1)N1CCOCC1 (stereo not drawn)	0
O=C1c2oc3ccc(Cl)cc3c(=O)c2C(c2cccc(Br)c2)N1CCO (stereo not drawn)	-2
CCC(C)Sc1nc2c(c(=O)[nH]c(=O)n2C)n1CC(O)COc1ccccc1C (stereo not drawn)	-3
Cc1ccc(-c2nn[nH]n2)cc1	9
CCC[C@H]1[C@@H](NC(=O)c2ccc(Cl)cc2)CC[C@@]23CCCN2C(=O)CCC[C@@H]13	0
COc1cccc(-c2cc(C(=O)Nc3ccc4c(c3)OCCO4)c3ccccc3n2)c1	4
COC(=O)[C@]12C[C@H](CC(=O)NCCCCc3ccccc3)C(=O)N(Cc3ccc4c(c3)OCO4)C1=C[C@H](C(C)C)O[C@@H]2C1CC1	5

Later entries.
SMILES	TbREL1 primary
Cc1ccc(NC(=O)CCN2C(=O)C3C4CCC(C4)C3C2=O)cc1[N+](=O)[O-] (stereo not drawn)	4
CCOC(=O)CNC(=O)N(C)[C@H]1C[C@H]2c3[nH]c4ccccc4c3CCN2C[C@H]1[C@H](C)O	-1
CCN1CCN(C(c2cccs2)C(C)NC(=O)c2c(F)cccc2F)CC1 (stereo not drawn)	-2
COC(=O)C1=C(C(=O)OC)[C@@H]2N(C)c3ccccc3[C@@]23C[C@@H](C(=O)OC)N(C(=O)C2CCC2)C3=N1	2
COc1ccc2c(=O)c3c(=O)n(Cc4ccccc4)c(C(C)C)nc3oc2c1	2
COc1ccc(CNC(=O)CCOc2ccc(C(C)(C)C)cc2)cc1	-2
O=S(=O)(c1ccc(Br)s1)N1CCNCC1	1
CCn1c(SCc2cccnc2)nc2c1c(=O)n(C)c(=O)n2C	8
O=C(OCC#CCSc1nnc(-c2cccc3ccccc23)o1)c1cccc(C(F)(F)F)c1	-1
C/C(=N\NC(=O)Cn1nc(C)cc1C)c1ccc([N+](=O)[O-])cc1	-1
CC(NC(=O)Cc1ccsc1)c1ccc(F)cc1 (stereo not drawn)	3
C=CCc1cccc2cc(C(=O)NCCOC)c(=O)oc12	-3
CCN1C(=O)C(CC(=O)Nc2ccc(F)cc2)N(Cc2cccs2)C1=S (stereo not drawn)	1
O=C(NCC(=O)N1CCCC1)c1ccc(Cl)cc1	2
C=CCn1c(SCC(=O)Nc2ccc(N3CCOCC3)cc2)nnc1-c1ccncc1	-4
COc1ccccc1Oc1ccc(-c2cnc3ccccc3n2)cc1[N+](=O)[O-]	0
Cc1cc(N2CCOCC2)n2nc(C)c(-c3ccccc3)c2n1	0
C(=N\Nc1nc(-c2ccccc2)cs1)/c1cccnc1	-2
O=C(OCc1nc2ccccc2[n+]([O-])c1C(=O)c1ccccc1)c1ccco1	2
CCCOC(=O)Nc1cc(OC)ccc1[N+](=O)[O-]	6
Cc1ccc(NC(=O)C2CCN(S(=O)(=O)c3c(C)n[nH]c3C)CC2)nc1	-1
CCOc1ccc(NC(=O)c2ccccc2OC)cc1	0
CC(C)(C)NC(=O)NC(=O)CSc1nncs1	-1
COc1ccc(CCn2c(C3CCCCC3)nc3c(c(=O)c4ccccc4n3C)c2=O)cc1	4
O=C(CN1CCOCC1)Nc1ccc(NC(=O)c2ccccc2F)cc1	0

New compounds follow.
SMILES	TbREL1 primary
COc1ccc(-c2csc(-n3ncc(-c4cccs4)c3N)n2)cc1	-1
Cc1ccsc1/C=N/NC(=O)CSCc1ccc(Cl)cc1	4
O=C(CSc1nnc(-c2ccncc2)o1)Nc1ccccc1C(F)(F)F	3
Cc1[nH]nc(-c2ccc(OCc3cnn(-c4ccccc4)c3)cc2O)c1Oc1ccc(Cl)cc1	2
Cc1cc(Cl)c(S(=O)(=O)N2CC(C)OC(C)C2)cc1OCC(N)=O (stereo not drawn)	-1
COC(=O)c1ccc(NC(=O)CN2CCOCC2)cc1	1
CCOc1ccccc1N(CC(=O)NC1CCCCC1)C(=O)CCC(=O)Nc1nccs1	1
CC1(C)CC(=O)N(CC(=O)N2CCN(Cc3ccc4c(c3)OCO4)CC2)c2ccccc2S1(=O)=O	1
CCc1ccc2c(c1)cc(CN(C(=S)Nc1ccccc1)C1CC1)c1nnnn12	1
Cc1ccc(S(=O)(=O)CC2CSc3nc(N)cc(=O)n32)cc1 (stereo not drawn)	3
Cc1cccc(OCCCC(=O)NNC(=O)c2ccncc2)c1	1
O=C(COc1coc(CN2CCc3ccccc32)cc1=O)NCCc1ccccc1	-4
O=c1cc(C=NNc2ccccc2)[nH]c(=O)[nH]1	-1
O=C(NCCc1ccccc1)OCc1cn(Cc2ccc(F)cc2)nn1	-2
COc1cccc(CC(NC(C)=O)C(=O)NC2CCN(C(=O)Nc3ccc(C)cc3)CC2)c1 (stereo not drawn)	6
Cc1ccc(S(=O)(=O)N2CCOCC2)cc1NC(=O)CSc1ccc(Cl)cc1	-3
CCCCn1c(N)c(N(CC(C)C)C(=O)COC(=O)Cc2cccc(OC)c2)c(=O)[nH]c1=O	-1
C[C@H]1NC(=O)[C@]2(C)[C@@H](c3ccccc3)[C@H]3COc4ccccc4[C@@H]3N2C1=O	0
Cc1ccc(-c2nnn(CC(=O)N(c3cccc(F)c3)C(C(=O)NC(C)(C)C)c3ccco3)n2)o1 (stereo not drawn)	-1
CCCn1c(C2CCCN2c2nc(-c3cccc(Br)c3)cs2)nc2cc(Cl)c(Cl)cc21 (stereo not drawn)	-2
COc1nccnc1NS(=O)(=O)c1ccc(NC(=S)NC(=O)c2ccc(F)cc2)cc1	-3
O=C(Nc1c[nH]c(=O)[nH]c1=O)c1ccccc1Br	4
O=C(NCCc1ccccn1)c1c(-c2ccccc2)sc2ccccc12	0
COc1ccc(NC(=O)c2cc(-c3ccco3)nc3ccccc23)cc1	2
Cc1c(C)n2c(SCC(=O)Nc3cccc4ccccc34)nnc2[nH]c1=O	1

Further structures.
SMILES	TbREL1 primary
S=C(Nc1ccccc1)Nc1nc2ccccc2n1CCOc1ccccc1	-8
COc1ccc(Cl)c(NC(=O)NCCN2CCN(c3ccccc3)CC2)c1	1
CNc1nc(N)c([N+](=O)[O-])c(NCCO)n1	-1
COc1ccc(/C(C)=N/NC(=O)c2sccc2-n2cccc2)cc1	4
Cc1ccc(C)c(OCCC(=O)OCC(=O)Nc2cccnc2Cl)c1	-3
C[C@@H]1CCC(=O)N(CC[C@H](Oc2ccccc2)c2ccccc2)CC1	-1
COc1ccc(NC(=O)c2ccc(OCC3CCCO3)cc2)cc1OC (stereo not drawn)	-6
Cc1cccc2sc(N(CCCN(C)C)C(=O)c3ccc(S(=O)(=O)N4CCc5ccccc5C4)cc3)nc12	2
c1ccc(-c2cccc(CNc3nc(-c4ccccn4)nnc3-c3ccccc3)c2)cc1	5
COc1ccc(NC2CCCN(C(=O)CSc3ccccc3)C2)cc1 (stereo not drawn)	-5
CCOc1ccc(-n2c(SCC(=O)Nc3cc(C)c(NC(=O)c4ccccc4)cc3OC)nnc2-c2cccs2)cc1	4
CCn1c(SCC(=O)Nc2nnc(C)s2)nnc1C(C)NC(=O)c1ccccc1 (stereo not drawn)	0
CC(=O)Nc1ccc(OCC(O)CNC2CCCC2)cc1 (stereo not drawn)	0
O=C(Nc1ccc(NC(=O)C2CC2)nc1)c1cccnc1	-1
COc1ccccc1N1CCN(C(=O)c2cc(N3C(=O)C4C5CCC(C5)C4C3=O)ccc2Cl)CC1 (stereo not drawn)	-3
COc1cc(CN(CCN(C)C)Cc2ccccc2)ccc1OCc1ccccc1	16*
Cc1ccc(C(=O)NCCNC(=O)c2ccco2)cn1	6
CN=C1S/C(=C/c2cc(C)n(Cc3ccccc3)c2C)C(=O)N1C	-1
C/C(=N\NS(=O)(=O)c1ccccc1)c1ccc2c(c1)OCO2	-5
O=C(Nc1cccc([N+](=O)[O-])c1)NN1CCCCCC1	1
COc1ccc(Br)cc1C1Nc2ccccc2C(=O)N1NC(=O)c1ccncc1 (stereo not drawn)	3

3 of the entries above in order of their number in TbREL1 primary, rising.
SMILES	TbREL1 primary
S=C(Nc1ccccc1)Nc1nc2ccccc2n1CCOc1ccccc1	-8
C/C(=N\NS(=O)(=O)c1ccccc1)c1ccc2c(c1)OCO2	-5
CN=C1S/C(=C/c2cc(C)n(Cc3ccccc3)c2C)C(=O)N1C	-1

Filtered by structure, the compounds so far containing two or more sulfur atoms (19)
SMILES	TbREL1 primary
Cc1cccc(NC(=O)CSC2=NN3CCCC(=O)N=C3S2)c1C	0
CCN1C(=O)/C(=C/C=C2/SCCN2C)SC1=S	-2
Clc1ccccc1-c1nnc2sc(-c3cccs3)nn12	0
COC(=O)c1cc2c(s1)CS(=O)C2 (stereo not drawn)	5
Cc1cc(S(=O)(=O)Nc2nc(CN3CCOCC3)nc3sc4c(c23)CCCC4)ccc1F	0
Cc1nnc(SCc2cc(=O)[nH]c(/N=C(\N)Nc3ccccc3)n2)s1	0
NS(=O)(=O)c1ccc(NC(=O)COC(=O)CSc2n[nH]c(-c3ccccc3)n2)cc1	-1
CC(=O)Nc1ccc(S(=O)(=O)N(CCCN2CCOCC2)Cc2cccs2)cc1	0
O=S(=O)(c1ccc(Br)s1)N1CCNCC1	1
CCN1C(=O)C(CC(=O)Nc2ccc(F)cc2)N(Cc2cccs2)C1=S (stereo not drawn)	1
CC(C)(C)NC(=O)NC(=O)CSc1nncs1	-1
COc1ccc(-c2csc(-n3ncc(-c4cccs4)c3N)n2)cc1	-1
Cc1ccsc1/C=N/NC(=O)CSCc1ccc(Cl)cc1	4
Cc1ccc(S(=O)(=O)CC2CSc3nc(N)cc(=O)n32)cc1 (stereo not drawn)	3
Cc1ccc(S(=O)(=O)N2CCOCC2)cc1NC(=O)CSc1ccc(Cl)cc1	-3
COc1nccnc1NS(=O)(=O)c1ccc(NC(=S)NC(=O)c2ccc(F)cc2)cc1	-3
Cc1cccc2sc(N(CCCN(C)C)C(=O)c3ccc(S(=O)(=O)N4CCc5ccccc5C4)cc3)nc12	2
CCOc1ccc(-n2c(SCC(=O)Nc3cc(C)c(NC(=O)c4ccccc4)cc3OC)nnc2-c2cccs2)cc1	4
CCn1c(SCC(=O)Nc2nnc(C)s2)nnc1C(C)NC(=O)c1ccccc1 (stereo not drawn)	0
